mcGAS RapidFire: inhibitors of Mus musculus cyclic GMP-AMP synthase, initial high-throughput assay, cell-free, RapidFire MS; Q8C6L5; recombinant mouse cGAS, cGAMP by RapidFire MS; inhibition, % at 12.5 µM; hit rate 0.18% among 130,000;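 active means inhibition of cGAS enzyme activity at or above 60%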;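 further: enzyme stimulated by 45 bp dsDNA with ATP and GTP substrates; cGAMP share of summed cGAMP plus half ATP and half GTP signals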
Target sequence (Q8C6L5 whole entry, looked up): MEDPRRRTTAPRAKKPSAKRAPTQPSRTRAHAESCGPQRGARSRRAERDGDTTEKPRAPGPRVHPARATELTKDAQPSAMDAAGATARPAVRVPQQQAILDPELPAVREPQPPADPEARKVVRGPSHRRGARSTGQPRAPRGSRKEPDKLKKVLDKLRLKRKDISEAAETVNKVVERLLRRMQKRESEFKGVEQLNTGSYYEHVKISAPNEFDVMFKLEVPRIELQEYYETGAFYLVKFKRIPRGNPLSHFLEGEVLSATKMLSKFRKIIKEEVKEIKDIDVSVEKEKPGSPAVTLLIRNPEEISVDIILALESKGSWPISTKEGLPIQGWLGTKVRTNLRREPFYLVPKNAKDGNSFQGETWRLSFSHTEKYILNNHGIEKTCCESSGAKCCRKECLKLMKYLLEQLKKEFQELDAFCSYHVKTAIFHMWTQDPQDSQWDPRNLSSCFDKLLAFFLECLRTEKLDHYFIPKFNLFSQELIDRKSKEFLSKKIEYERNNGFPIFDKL
An asterisk follows results filed as active; & = joins results of further samples. These rows are one share of the data; rates above refer to the full screens.

mcGAS RapidFire,Molecule
-2,O=C(COC(=O)C1CN(C(=O)c2ccc(F)cc2)CCS1)Nc1ccc(F)cc1 (centres undefined)
-3,Cn1c(O)c(C=Nc2cnccn2)c(=O)n(C)c1=O
-11,CCN1CCN(C(c2ccncc2)c2c(O)cc(C)n(Cc3ccco3)c2=O)CC1 (centres undefined)
1,Cc1cccc(N2N=C(C(=O)Nc3ccc4c(c3)OCO4)CCC2=O)c1
-11,O=C(c1cnns1)N1CCN(c2ccc(O)cc2)CC1
-7,CCc1ncc2c(n1)CN(CCCNS(C)(=O)=O)CC2
-5,CN(CC1CC2CCC1C2)C(=O)C1CCN(S(=O)(=O)c2cccs2)CC1 (centres undefined)
-6,CNC(=O)C(CC(C)C)NC(=O)c1csc(-c2ccccc2)n1 (centres undefined)
-8,Cc1nn(Cc2ccccc2)c(=O)c2c1cnn2C(C)(C)C
-34,CCCCN1CCN(c2cc(C)nc(-c3cccnc3)n2)CC1=O
-10,Cc1noc(CN(C)C(=O)CCn2nc(C)c(C)c2C)n1
-5,C=CCSc1nc2c(c(=O)[nH]1)C(c1cccc(F)c1)C(C(=O)OCC)=C(C)N2 (centres undefined)
-7,C=CCN1C(=O)NC(NC(=O)c2ccc(C)cc2)(C(F)(F)F)C1=O (centres undefined)
2,N#CCc1cc(-c2ccccc2F)on1
-11,CCCNc1cc(=O)n(-c2ccc(C)cc2)nc1C(=O)OCC
-5,CC1Cc2nc(SCC(=O)NCCc3ccccc3)n(Cc3ccccc3)c(=O)c2S1 (centres undefined)
-7,COCC(O)CN(C)Cc1cc(F)cc(Br)c1 (centres undefined)
-6,CCN1C(=O)C(=Cc2cccc(O)c2)SC1=S
-5,COc1cc(OC)cc(-c2nnc(NC(=O)c3ccc(F)cc3)o2)c1
-6,N#Cc1ccccc1NC(=O)N1CCC(COCc2ccccc2)C1 (centres undefined)
-12,CC1CN(C(=O)NCCc2ccc(N(C)C)cc2)CC(C)O1 (centres undefined)
-11,CCCNC(=O)CSc1nc2ccccc2o1
2,O=C(CCCc1ccc(Cl)cc1)N1CCC2(CCOCC2)CC1
-33,COC(=O)c1c(CC(C)C)csc1N
6,COc1ccc(-c2csc(C(O)c3ccc(F)c(OC)c3)n2)cn1 (centres undefined)
3,CCCCN(C)C(=O)c1sc(=O)n(Cc2cccc(C(F)(F)F)c2)c1C
-17,CCc1nnc(CN2C[C@H]3OC(=O)N(CCCN4CCOCC4)[C@H]3C2)o1
10,CCOC(=O)c1cnc2cc(=O)[nH]n2c1C
22,Cc1[nH]nc(SCC(=O)N2C(C)CCCC2C)c1[N+](=O)[O-] (centres undefined)
-7,Cc1ccc(Cc2nnc(N(C)c3ccccc3)[nH]c2=O)cc1
-3,O=C(c1cc(=O)c(OCc2ccc(F)cc2)c[nH]1)N1CCN(c2ccccc2F)CC1
21,O=C(OCc1ncc(-c2ccccc2)o1)c1n[nH]c2ccccc2c1=O
0,O=c1[nH]c(CSc2nnc(Cc3cccs3)n2C2CCCCC2)nc2ccsc12
-12,Cc1ccc(CNC2CN(C(C)C)CC2C)s1 (centres undefined)
-8,CC(C)CN(C(=O)c1ccc(Cn2ccnc2)cc1)C1CC1
-3,Cc1cc(C)n(-c2cc(Oc3ccccc3)nc(-c3ccccc3)n2)n1
-9,C=C(C)COc1ccccc1NC(=O)CCC(=O)O
-8,Cn1ncc([N+](=O)[O-])c1C(=O)Nc1cccc([N+](=O)[O-])c1
-4,CN1C(=O)N(CC(=O)Nc2nccs2)C(=O)C12CCCCC2
-10,c1ccc2oc(CN3CCCn4cncc4C3)cc2c1
4,CC(C)C(=O)N1CCC(NC(=O)/C=C/c2cnn(C)c2)CC1
-13,CCC(NC1CCN(c2nc(C)c3cc(C)c(C)cc3n2)CC1)c1ccncc1 (centres undefined)
-1,O=C(c1ccc(=O)n(Cc2cccc(F)c2)n1)N1CCCc2ccccc21
-3,CN(C)c1ccc(N)cc1CN(Cc1ccc(F)cc1)C(=O)Nc1cccc(F)c1
-10,CCN(CC(=O)NC)S(=O)(=O)N(C)C1CCCCC1
-4,Cc1ccc(Cn2c(CN3CCOCC3)nc3c2c(=O)n(C)c(=O)n3C)cc1
-1,Cc1ccc(-c2cc(C(=O)N3CCC(C(=O)c4ccccc4)CC3)c3ccccc3n2)o1
-1,CCC(C)c1ccc(NC(=O)c2c(-c3ccccc3Cl)noc2C)cc1 (centres undefined)
15,O=C(O)CSc1ncnc2c1oc1ccccc12
-12,CN1CCCc2cc(C(CNC(=O)c3ccc(Br)o3)N3CCOCC3)ccc21 (centres undefined)
4,O=S(=O)(O)c1cc(I)c(O)c2ncccc12
-7,O=C(Cc1cccc2ccccc12)N1CCN(S(=O)(=O)c2cc3c4c(c2)CCN4C(=O)CC3)CC1
-4&5,CCn1c2c(=O)[nH]c(=O)n(C)c2n2c(-c3c(F)cccc3Cl)nnc12
13,CNCCCCOc1ccccc1Cc1ccccc1
-5,O=C(NCc1ccccn1)C1CCN(C2CCN(Cc3cccc4nonc34)CC2)CC1
-13,Fc1ccccc1C1=Nc2nnnn2C(c2ccc(Br)cc2)C1 (centres undefined)
4,CC1c2ccsc2CCN1S(=O)(=O)c1ccc2c(c1)OCCO2 (centres undefined)
0,O=C(c1ccc2c(c1)CCCC2)N(Cc1ccco1)Cc1cccs1
-67,O=C(NCCc1nc2ccccc2[nH]1)c1cn(Cc2cccc(Cl)c2)nn1
-7,C#CCN1CCC(C(=O)Nc2[nH]ncc2C(=O)NC(C)C)CC1

(cont.)
mcGAS RapidFire,Molecule
-6,COc1cccc(C(=O)NC2(C(F)(F)F)NC(=O)N(C3CCCC3)C2=O)c1 (centres undefined)
-1,Cc1nc(C(C)(C)C)sc1C(=O)NC1CCN(C2CCCCCC2)C1 (centres undefined)
21,C1=C(c2ccccc2)CCN(c2cncc(-n3cccn3)n2)C1
-6,CN(C)C(=O)N1CCN(C(=O)NOCc2ccccc2)CC1
-6&-5,c1coc(CNCCSCc2cccs2)c1
-1,CN(C(=O)Cn1cc(C#N)c2ccccc21)c1ccccc1
3,Cc1nnc(NCCc2ccc3c(c2)OCCO3)c(C#N)c1C
0,Cc1ccc(/C=C(/Cl)c2nc3cc(Cl)ccc3c(=O)[nH]2)s1
-11,CCc1nn(C)c(Cl)c1CN1CC2(CCNCC2)CC1C(=O)O (centres undefined)
-6,Fc1ccccc1OCCCn1cnc2ccccc21
20,CCOC(=O)C1=C(COC(=O)c2cc3c(s2)CCC3)NC(=O)NC1C (centres undefined)
-57,O=C1NCC(C(=O)NC2(c3ccc(Br)cc3)CC2)N1 (centres undefined)
-7&-2,C[C@@H]1CN(C(=O)c2nc3ccc(Cl)cn3c2CNCc2n[nH]c3c2CCC3)C[C@H](C)O1
-14,c1ccc(N2CCN(C3CCCN(Cc4cn[nH]c4C4CCCCC4)C3)CC2)cc1 (centres undefined)
-1,CCOC(=O)c1nn(-c2ccc(F)cc2)c(=O)cc1NCCN(C)C
-6,Cc1cc(CN(C)c2nc3nonc3nc2N(C)C)on1
-3,CCOC(=O)c1ccccc1NS(=O)(=O)c1ccsc1C(=O)OC
-2,CCC(=O)N(c1nnc(SCC(=O)c2cc(C)n(C3CC3)c2C)s1)C1CC1
-2,CCNC(=O)C1CCN(C(=O)c2cc(Cn3cnc4ccccc43)[nH]n2)C1 (centres undefined)
-8,Cn1nc(C2CC2)c2c1NC(=O)CC2c1nc(-c2ccc(F)cc2)cs1 (centres undefined)
-6,Nc1nc(Cl)c(C=O)n1-c1ccc(Br)cc1
-4,FC(F)(F)C1(C(F)(F)F)C2C=CC(C2)N1c1nccs1 (centres undefined)
-9&-6,CCOC(C)c1nc(-c2ccc(NC(C)=O)cc2)cs1 (centres undefined)
-4,CCN(C(=O)c1cnn(C)c1)C(Cc1ccc(C)cc1)C1CC1 (centres undefined)
-5,CN(C(=O)CN(C)S(=O)(=O)c1ccc(Br)cc1Cl)C1CCCCC1
8,COc1ccc(CCC(=O)NNc2cccc(Cl)c2)cc1Br
-4,CC(C)(COc1ncc(Cl)cc1Cl)NCCN1CCOC1=O
-1,CCOC(=O)C1(Cc2ccccc2)CCCN(Cc2cnc(N3CCOCC3)s2)C1 (centres undefined)
-7,Clc1cc(CSc2nc3ccccc3o2)cc2c1OCCO2
3,O=C1CC(c2ccc(F)cc2F)c2ncn(-c3cccnc3)c2N1 (centres undefined)
-12&-2,COc1ccccc1CCC(=O)N1CCCC(N2CCN(c3ccc(F)cc3)CC2)C1 (centres undefined)
-15,O=C(Cn1nc(-c2ccco2)ccc1=O)N1CCCc2ccccc21
-4,Cc1cc2nc(SC3CCCC3)c3ccccc3n2n1
-27,Cc1cc(C)n(-c2cc(Cl)ccc2-c2cncc(C(=O)N3CCCC3)n2)n1
-7,CCCNC(=O)C(=O)NCCO
-6,Cn1ncc2c(=O)n(CC(=O)Nc3ccccc3Cl)cnc21
-18,Cc1ccc2c(c1)c(=O)c(C(=O)N1CCCC(O)(CN(C)C)CC1)cn2C (centres undefined)
-2,Cc1cc(/C=C2/SC(=S)N(CC(=O)O)C2=O)c(C)n1-c1ccc([N+](=O)[O-])cc1
-10,CC(C)(C)C(=O)NCCc1cn(-c2ccccc2)c2ccccc12
-9,CC1(C(=O)NS(=O)(=O)c2ccc(F)cc2F)CCN1C(=O)C/C=C/c1ccccc1 (centres undefined)
2,CC(C)c1ccc(-n2c(C3C4CCCCC43)n[nH]c2=S)cc1 (centres undefined)
-9,CN(C)c1ccc(NC(=O)C2CCCCN2C(=O)C2CCCO2)nc1 (centres undefined)
-6,C1=CC2CC1CC2CN1CCN(Cc2c[nH]c3ccccc23)CC1 (centres undefined)
-11,CCCCNC(=O)C1CCC(C)N(C(=O)/C=C/c2csc(C)n2)C1 (centres undefined)
1,CSc1ncc(CNCc2cccnc2N2CCCCCCC2)cn1
3,N#Cc1c(C(F)(F)F)cc(-c2cccs2)[nH]c1=S
-3,CC(C)CS(=O)(=O)CC(=O)Nc1ccnn1CCc1ccccc1
-3,COc1ccc(NC(=O)c2cc3ccccc3oc2=O)c(OC)c1
4,C=c1oc(C)cc1=C1NN=C(CCC(=O)N2CCN(c3ccccc3OC)CC2)O1
-31,COc1ccccc1N1CCN(C(=O)c2nn(-c3ccccc3C)c(=O)cc2OC)CC1
-15,O=C1NC(C(=O)N2CCC(c3cc(Cc4ccccc4)[nH]n3)CC2)CO1 (centres undefined)
-4&2&3,OCCN1CCN(CCCN2c3ccccc3Sc3ccc(C(F)(F)F)cc32)CC1
-11,Cc1nc(CN(Cc2cccnc2)C2CCN(C)CC2)co1
-3,Cc1sc2nc(C)n(N)c(=O)c2c1-c1ccc(Cl)cc1
-5,C=CCn1c(N2CCCCCC2)nc2c1c(=O)[nH]c(=O)n2C
-8,Cc1cnccc1N1CCCN(C(=O)c2cccc(-n3cccn3)c2)CC1
-2,CCN(Cc1nccn1C)C(=O)c1ccc(NC[C@H]2C[C@H]3C=C[C@H]2C32CC2)nc1
-6,CC(NC(=S)NC1CCN(C)CC1)C12CC3CC(CC(C3)C1)C2 (centres undefined)
-17,CS(=O)(=O)N1CCCC(C(=O)Nc2ncc(Cc3cccc(F)c3)s2)C1 (centres undefined)
3,O=C(c1cnccn1)N(Cc1ccco1)C1(C(=O)NC2CCCCC2)CCCCC1

Not a retest: an excerpt of the list.
mcGAS RapidFire,Molecule
-9,CC1(C(=O)NS(=O)(=O)c2ccc(F)cc2F)CCN1C(=O)C/C=C/c1ccccc1 (centres undefined)
2,CC(C)c1ccc(-n2c(C3C4CCCCC43)n[nH]c2=S)cc1 (centres undefined)
-9,CN(C)c1ccc(NC(=O)C2CCCCN2C(=O)C2CCCO2)nc1 (centres undefined)
-6,C1=CC2CC1CC2CN1CCN(Cc2c[nH]c3ccccc23)CC1 (centres undefined)
-11,CCCCNC(=O)C1CCC(C)N(C(=O)/C=C/c2csc(C)n2)C1 (centres undefined)
1,CSc1ncc(CNCc2cccnc2N2CCCCCCC2)cn1
3,N#Cc1c(C(F)(F)F)cc(-c2cccs2)[nH]c1=S
-3,CC(C)CS(=O)(=O)CC(=O)Nc1ccnn1CCc1ccccc1
-3,COc1ccc(NC(=O)c2cc3ccccc3oc2=O)c(OC)c1
4,C=c1oc(C)cc1=C1NN=C(CCC(=O)N2CCN(c3ccccc3OC)CC2)O1
-31,COc1ccccc1N1CCN(C(=O)c2nn(-c3ccccc3C)c(=O)cc2OC)CC1
-15,O=C1NC(C(=O)N2CCC(c3cc(Cc4ccccc4)[nH]n3)CC2)CO1 (centres undefined)
-4&2&3,OCCN1CCN(CCCN2c3ccccc3Sc3ccc(C(F)(F)F)cc32)CC1
-11,Cc1nc(CN(Cc2cccnc2)C2CCN(C)CC2)co1
-3,Cc1sc2nc(C)n(N)c(=O)c2c1-c1ccc(Cl)cc1
-5,C=CCn1c(N2CCCCCC2)nc2c1c(=O)[nH]c(=O)n2C
-8,Cc1cnccc1N1CCCN(C(=O)c2cccc(-n3cccn3)c2)CC1
-2,CCN(Cc1nccn1C)C(=O)c1ccc(NC[C@H]2C[C@H]3C=C[C@H]2C32CC2)nc1
-6,CC(NC(=S)NC1CCN(C)CC1)C12CC3CC(CC(C3)C1)C2 (centres undefined)
-17,CS(=O)(=O)N1CCCC(C(=O)Nc2ncc(Cc3cccc(F)c3)s2)C1 (centres undefined)
3,O=C(c1cnccn1)N(Cc1ccco1)C1(C(=O)NC2CCCCC2)CCCCC1

(more compounds)
mcGAS RapidFire,Molecule
9,O=C(NC1CCCc2c1cnn2-c1ccc(F)cc1F)c1ccc2c(c1)OCO2 (centres undefined)
-9,N#CCCN(CCC#N)C(=O)CSc1nnc(-c2cccs2)n1CCC(N)=O
0,c1ccc(-c2nnc3n2NC(c2ccc4c(c2)OCO4)S3)cc1 (centres undefined)
-4,Cc1ccc(CN2CCN(c3nc4c(c(=O)[nH]c(=O)n4C)n3Cc3ccc(F)cc3)CC2)cc1
-5,CN(Cc1cn(C)nc1-c1ccc2c(c1)OCCO2)CC1COCCO1 (centres undefined)
-7,COc1cccc(CN2CCN(Cc3cc4ccccc4o3)CC2CCO)c1 (centres undefined)
-4,CS(=O)c1ccc(NC(=O)c2ccc(N3CCCC3)nc2)cc1 (centres undefined)
-11&-10,CCCCC(CC)CN1CN(CC(CC)CCCC)CC(C)(N)C1 (centres undefined)
-5,C=C(C)[C@@H]1CC[C@]2(CO)CC[C@]3(C)[C@H](CCC4[C@@]5(C)CC[C@H](O)C(C)(C)C5CC[C@]43C)C12 (some centres undefined)
-7,CCCN1CCCC(CNC(=O)c2ccn(CC)n2)C1 (centres undefined)
